Assay outcomes deposited in PubChem BioAssay by National Center for Advancing Translational Sciences (NCATS).
TSHR antag – blocks TSH signaling through the human TSH receptor; P16473; TSHR-expressing cells, TSH-stimulated cAMP HTRF, 2 h; hits give low values; activity change, negative = inhibition, % at 11.5 µM; 0.2% of 330,000 active; AID 504810;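 active = activity change below a set negative limit, meaning inhibition stronger than a set level, cut at about -70% in these data; inconclusive = activity change between two set negative limits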; also: % is scaled to controls: 0 for no effect and ±100 for the full control effect
Target sequence (P16473 whole entry, looked up): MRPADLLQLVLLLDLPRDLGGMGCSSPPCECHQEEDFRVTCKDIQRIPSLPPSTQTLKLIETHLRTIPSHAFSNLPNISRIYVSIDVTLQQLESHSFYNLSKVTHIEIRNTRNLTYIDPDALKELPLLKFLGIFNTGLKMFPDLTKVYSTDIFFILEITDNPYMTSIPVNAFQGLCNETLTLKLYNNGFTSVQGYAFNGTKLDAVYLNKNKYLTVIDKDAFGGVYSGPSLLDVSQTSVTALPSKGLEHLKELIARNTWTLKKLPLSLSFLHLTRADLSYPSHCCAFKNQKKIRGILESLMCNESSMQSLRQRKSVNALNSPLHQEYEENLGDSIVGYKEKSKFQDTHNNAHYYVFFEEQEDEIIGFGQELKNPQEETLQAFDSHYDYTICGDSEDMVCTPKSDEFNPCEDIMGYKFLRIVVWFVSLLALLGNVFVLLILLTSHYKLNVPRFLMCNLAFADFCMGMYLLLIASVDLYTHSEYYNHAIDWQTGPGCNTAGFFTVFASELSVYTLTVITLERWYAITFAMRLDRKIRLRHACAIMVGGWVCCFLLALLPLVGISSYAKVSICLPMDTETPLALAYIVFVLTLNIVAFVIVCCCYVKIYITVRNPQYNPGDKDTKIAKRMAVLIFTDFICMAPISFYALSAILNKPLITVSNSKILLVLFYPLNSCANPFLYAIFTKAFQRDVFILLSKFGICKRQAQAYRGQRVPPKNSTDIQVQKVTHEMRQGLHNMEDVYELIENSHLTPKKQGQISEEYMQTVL
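Read-out is FRET at 665 nm (cryptate excitation 337 nm) from a cryptate-tagged anti-cAMP antibody, competed by cell cAMP against cAMP-d2. Compounds are tested on freshly harvested TSHR cells challenged with 4nM TSH (EC80) for 2 hours at 37 deg C.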
TCR activator – activators of T cell receptors; primary human leukocytes, anti-CD3, IL-2 HTRF, 48 h; Potency, µM (top dose mostly 9.22 µM), without a hit: top-dose activation of IL-2 secretion, actives largely listed as activators; 330,000 tested, under 10 active; AID 504894; also: % of control where 0% means no effect
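Primary human leukocytes were stimulated with a-CD3 beads plus compounds for 48 hr without co-stimulation; secreted IL-2 was quantified by HTRF using a-IL-2-K (europium cryptate) and a-IL-2-d2, excited at 320nm with acceptor emission read at 665nm.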
CXXC DNA block – MLL CXXC-DNA interaction inhibition. 0.037% of 290,000 active. MLL-CXXC / FITC-HOXA9 DNA fluorescence polarization. Potency, µM (titrated, usually from 115 µM), without a hit: at the top dose activity change, negative = inhibition, hits mostly inhibitors. Q03164; active = well fitted inhibition curve with a large enough effect in the polarisation, with a control signal flat, not every such curve was filed as active; inconclusive = small, poorly fitted or top-dose-only effect, or effect the other way, or a change in a side signal; inactive = no such curve, though single readings can be large or run the other way; the % refers to the polarisation; also: potency is read from the fitted curve at half-maximal effect
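Fluorescence polarization: 7 uM MLL-CXXC (stock) preincubated 5 min with compounds, then 50 nM fluorescein-HOX-A9 DNA (stock) added; 30 min ambient. Buffer 50 mM Tris-HCl pH 7.5, 50 mM NaCl, 1 mM DTT, 0.05% BSA.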
Mito fusion act – blocks mitochondrial division or promotes mitochondrial fusion; 0.23% of 320,000 active; S. cerevisiae fusion-defective mutant growth rescue, CellTiterGlo 48 h; Potency, µM (highest dose often 46.1 µM), inactives show top-dose growth rescue (activation), hits mostly activators; AID 485298;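 also: potency is read from the fitted curve at half-maximal effect; % of control where 0% means no effect; nearly all actives have a fitted effect of over 45% in size; temperature-sensitive fusion mutants such as fzo1-1 at 37 °C on non-fermentable ethanol glycerol medium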
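Temperature-sensitive fusion-defective S. cerevisiae (e.g. fzo1-1, mgm1-5) were grown with compound in YPEG medium (3% ethanol, 3% glycerol) for 48 hours at 37C. Growth rescue was measured as viability by CellTiterGlo luminescence after 10 minutes at ambient.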
AT treatment – candidate therapy for ataxia-telangiectasia | […] A-T fibroblasts, KAP-1 phosphorylation AlphaLISA; neocarzinostatin DNA damage 30 min before lysis | 0.19% of 320,000 active | Potency, µM (series often up to 57.5 µM), inactives show top-dose activation, usual class: activators | AID 485349; also: potency is read from the fitted curve at half-maximal effect; % of control where 0% means no effect; nearly all actives have a fitted effect of over 45% in size
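ATM-like activity read as KAP-1 phosphorylation via AlphaLISA donor/acceptor antibody pairs after lysis and 6 hr at 25C. Cells were ATM-null patient fibroblasts ([…], hTERT), dosed 60 min, then exposed to the DSB inducer NCS for 30 min.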
TSG101-PTAP inh – blocks PTAP/TSG101 interaction to inhibit HIV-1 budding; AID 493005; Fluorescence polarization, FITC-PTAP peptide / Tsg101 binding; 340,000 tested, under 10 active; Potency, µM (doses to about 115 µM), for inactives: top-dose activity change, negative = inhibition, most hits filed as inhibitors; Q99816; active = well fitted inhibition curve with a large enough effect in the main read-out, with a control signal flat, not every such curve was filed as active; inconclusive = small, poorly fitted or top-dose-only effect, or effect the other way, or a change in a side signal; inactive = no such curve, though single readings can be large or run the other way; also: potency is read from the fitted curve at half-maximal effect; % of control where 0% means no effect
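FP read-out: FITC-PTAP peptide, 50 nM final, binding Tsg101 binding domain, 10 uM final; 20 min, r.t.; 10 mM HEPES pH 7.5, 0.15 M NaCl, 0.01% Tween 20, 3 mM EDTA, 0.1 mM TCEP.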
Menin-MLL TR inh – menin-MLL binding inhibition, Texas Red mutant peptide; 0.23% of 270,000 active; Menin + Texas Red MLL mutant peptide, fluorescence polarization; O00255; Potency, µM (series often up to 61.6 µM), for inactives: top-dose FP activity change, negative = inhibition, hits mostly inhibitors; active = well fitted inhibition curve with a large enough effect in the polarisation, with a control signal flat, not every such curve was filed as active; inconclusive = small, poorly fitted or top-dose-only effect, or effect the other way, or a change in a side signal; inactive = no such curve, though single readings can be large or run the other way; the % refers to the polarisation; also: potency is read from the fitted curve at half-maximal effect; % of control where 0% means no effect; many of its hits are not listed in these tables
Integrin act MD – activates integrin-mediated alleviation for muscular dystrophy. alpha7betagal myoblasts, beta-gal FDG fluorescence, 48 h. Potency, µM (top dose mostly 38.3 µM), for the others: at the top dose activation, hits mostly activators. 0.064% of 350,000 active. AID 624291;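 also: potency is read from the fitted curve at half-maximal effect; 100% = response of the positive control SU9516; nearly all actives have a fitted effect of over 60% in size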
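alpha7betagal+/- myoblasts (passage 13, 250/well) treated 48 h at 37C with compounds at 1:260 dilution of DMSO stock. Lysed, then beta-galactosidase activity read as FDG fluorescence (ex 480/em 540) after 30 min, with pre-read for autofluorescence.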
ASM inhibitor – inhibitors of human secretory acid sphingomyelinase; AID 504937; placental ASM, HMU-PC fluorogenic substrate, 60 min; 0.006% of 340,000 active; P17405; Potency, µM (series often up to 57.5 µM), without a hit: at the top dose activity change, negative = inhibition, most hits filed as inhibitors; also: potency is read from the fitted curve at half-maximal effect
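qHTS format. ASM enzyme prepared from human placenta hydrolyses the fluorogenic substrate HMU-PC0 (9 uM final) over 60 min at 37 °C after a 10 min compound preincubation.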
MBNL1 CUG block – blocks human MBNL1 binding to CUG repeat RNA; AID 2675; TR-FRET MBNL1-His/biotin-(CUG)12 binding, 665/545 ratio; 0.036% of 280,000 active; Potency, µM (highest dose often 57.5 µM), inactives show top-dose activity change, negative = inhibition, actives largely listed as inhibitors; Q9NR56; active = well fitted inhibition curve with a large enough effect in the signal ratio, with a control signal flat, not every such curve was filed as active; inconclusive = small, poorly fitted or top-dose-only effect, or effect the other way, or a change in a side signal; inactive = no such curve, though single readings can be large or run the other way; the % refers to the signal ratio; also: potency is read from the fitted curve at half-maximal effect; % is scaled to controls: 0 for no effect and ±100 for the full control effect
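TR-FRET readout: Ex 340 nm, 665/545 nm emission ratio, normalized to buffer-only (basal) and MBNL1-(CUG)12 controls. Complex of MBNL1-His with Biotin-(CUG)12, compounds 92 nM–58 uM, incubated 60 min at room temperature.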
Starred values were filed as active, the others as inactive; i = inactive; u = inconclusive; x = not tested or not shown; [ ] = remark or other dose. Unless noted, calls follow the shape of the dose curve; as a rule, active = well fitted curve in the direction sought with a large enough effect; inconclusive = small, poorly fitted or top-dose-only effect, or another doubt; inactive = no such curve, though single readings can be large; an effect the other way counts as inactive or inconclusive. This is a subset; the hit share may differ from the screen's.

Molecule	CXXC DNA block	ASM inhibitor	TCR activator	MBNL1 CUG block	TSHR antag	TSG101-PTAP inh	AT treatment	Mito fusion act	Menin-MLL TR inh	Integrin act MD
CC(C)C[C@H](CO)Nc1nc(N(C)c2cccc(Cl)c2)c2ncn(C(C)C)c2n1	2%	7%	2%	-7%	-1	-10%	41%	u	x	10%
CC(NC(=O)C(=O)NCCC1=CCCCC1)c1ccccc1 (stereo not drawn)	1%	-2%	-3%[46.1 µM]	x	-19	-1%	2%	2%	-1%	11%
O=C(CCc1nnc(Cc2ccc3c(c2)OCO3)o1)NCc1nc2ccccc2s1	6%	2%	6%	-6%	2	-3%	1%[11.5 µM]	1%	-6%	-18%
CCCCn1c(=N)n(CC(O)COc2cccc(C)c2)c2ccccc21 (stereo not drawn)	17%	0%	0%	4%	6	-3%	3%	-7%	-9%	-50%[inhibitor][7.66 µM]
c1ccc(-n2nnnc2SCc2cccc3nsnc23)cc1	1%	-3%	-6%	u	-2	-2%	4%	-1%	22%	-5%
CCc1n[nH]c(=S)n1/N=C/c1ccc2c(c1)OCO2	-6%	-2%	-2%	4%	3	-5%	-2%	-12%	-4%	0%
C/C(=N\NC(=O)CCn1nnc2ccccc21)c1cccs1	-7%	0%	0%	-8%	12	0%	-2%	-2%	x	15%
COc1ccc(NC(=O)C2CC(=O)N(Cc3ccc(C)cc3)C2)cc1S(=O)(=O)N1CCCCC1 (stereo not drawn)	-6%	-4%	0%[46.1 µM]	-10%	-6	-1%	-9%	-3%	-1%	2%
CC1(C)O[C@@H]2[C@H](O1)[C@@H](CO)O[C@H]2n1cc(Br)c(=O)[nH]c1=O	x	-8%	-1%	x	3	-2%	-3%	x	x	14%
Cc1ccc(CNCc2cccnc2)cc1	-1%	4%	1%	2%	0	0%	-2%	1%	-6%	3%
COCCNC(=O)c1c(N)n(-c2ccccc2)c2nc3ccccc3nc12	-1%	i	x	21%	23	-2%	2%	0%	9%	20%
COc1ccc(CCNC(=O)c2ccccc2NC(=O)C2=C(C)OCCS2)cc1OC	59%	3%	-2%	-5%	-39	-3%	27%	-6%	x	2%
COc1cc(Br)cc(CNc2ccc(F)c([N+](=O)[O-])c2)c1O	-3%	-11%	-26%	20%	-13	-4%	-3%	-3%	u	15%
O=C1OCCC1Sc1ncnc2sc3c(c12)CCC3 (stereo not drawn)	-8%	-2%	-9%[46.1 µM]	2%	7	-7%	0%	1%	1%	22%
CCN(CC)CCCNC(=O)c1ccc(CS(=O)(=O)c2ccccc2OC)o1	-3%	2%	3%	-9%	-2	0%	9%	0%	2%	-20%
CC(=O)OCc1ccccc1Sc1ccccc1C(=O)NCc1ccccc1	2%	-3%	-4%	x	25	-2%	8%	12%	x	5%
CCc1nc(SCC(=O)Nc2nnc(CC(C)C)s2)n[nH]1	-12%	-1%	0%	2%	2	2%	-1%	1%	2%	-29%
COc1ccc(/C=C2\CCn3c2nc2cc(C(=O)O)ccc2c3=O)cc1	-2%	18%	-3%	u	-18	-4%	5%	15%	5%	-71%[inhibitor]
O=C(CC1COc2ccccc2O1)NC1CCCCC1 (stereo not drawn)	-1%	-1%	6%	-3%	-3	-4%	0%	-6%	1%	-2%
CCOc1ccccc1C(=O)N[C@H](C(=O)OCc1cc(=O)oc2cc(C)ccc12)C(C)C	-1%	-2%	2%[46.1 µM]	6%	-1	0%	-8%	-9%	-21%	5%

Compounds listed so far containing a thiophene ring, fused or not (two):
Molecule	CXXC DNA block	ASM inhibitor	TCR activator	MBNL1 CUG block	TSHR antag	TSG101-PTAP inh	AT treatment	Mito fusion act	Menin-MLL TR inh	Integrin act MD
C/C(=N\NC(=O)CCn1nnc2ccccc21)c1cccs1	-7%	0%	0%	-8%	12	0%	-2%	-2%	x	15%
O=C1OCCC1Sc1ncnc2sc3c(c12)CCC3 (stereo not drawn)	-8%	-2%	-9%[46.1 µM]	2%	7	-7%	0%	1%	1%	22%

Following part
Molecule	CXXC DNA block	ASM inhibitor	TCR activator	MBNL1 CUG block	TSHR antag	TSG101-PTAP inh	AT treatment	Mito fusion act	Menin-MLL TR inh	Integrin act MD
CCCOC(=O)C1C2C=CC3(CN(c4cccc(Cl)c4)C(=O)C13)O2 (stereo not drawn)	-192%	2%	-5%[46.1 µM]	1%	-1	0%	-9%	0%	5%	10%
COc1cccc(CN2CC(C(=O)N(C)Cc3ccc(C)cc3)CCC2=O)c1 (stereo not drawn)	-5%	3%	3%	0%	-8	0%	10%	10%	-4%	1%
CCOC(=O)c1c(C)[nH]c(C)c1C(=O)COC(=O)/C=C/c1ccc(OC)cc1	x	-7%	3%	x	6	-1%	-9%	8%	x	-17%
O=c1oc(Nc2ccccc2Cl)nc2ccccc12	0%	-3%	-4%	-4%	-11	-1%	-1%	-1%	29%	-18%
CCCCC1(COC(=O)CCC(=O)O)C(=O)N(c2ccccc2)N(c2ccccc2)C1=O	0%[51.4 µM]	-2%	-10%	x	10	-2%	7%	-10%	3%	x
Cc1occc1C(=O)N/N=C/c1ccc(N(C)C)cc1	-2%	347%[activator]	2%	u	12	-5%	-3%	-6%	x	-23%
NC(=O)c1ccsc1NC(=O)c1cccs1	x	-2%	-1%	x	x	-4%	x	x	x	4%
Cc1ccc(C(=O)NCCc2nnc(SCC(=O)Nc3nc(-c4ccccc4)cs3)n2C)cc1	14%	4%	8%[46.1 µM]	5%	10	0%	x	-6%	6%	-3%
O=C(CN1C(=O)NC2(CCOc3ccccc32)C1=O)NCc1ccccc1 (stereo not drawn)	x	6%	1%	x	112	3%	12%	x	x	-14%
C=CCn1c(-c2cccc(OC)c2)nc2nc3ccccc3nc21	2%	0%	-9%	u	-8	-1%	-4%	2%	-14%	34%
Cc1nc2sccn2c(=O)c1S(=O)(=O)NC(C)c1ccccc1 (stereo not drawn)	x	-1%	-1%	1%	8	0%	-2%	4%	-13%	25%
O=C1CCc2cc(S(=O)(=O)NCCC(=O)NC3CCN(Cc4ccccc4)CC3)ccc2N1	u	4%	x	-10%	-2	-6%	1%	-1%	-7%	24%
COc1ccc(C=O)cc1COc1ccc2c(c1)OCO2	x	4%	5%	x	-14	-2%	-1%	5%	x	-41%
CCCCn1c(/N=C/c2ccc(N(C)C)cc2)nc2ccccc21	-2%	u	2%[46.1 µM]	14%	-2	10%	2%	-1%	1%	2%
O=C(COC(=O)COc1ccc(Cl)cc1Cl)NC1CCS(=O)(=O)C1 (stereo not drawn)	x	-1%	-2%	x	x	-4%	17%	x	x	28%
CCC1(c2ccccc2)NC(=O)N(CC(=O)Nc2cccc(S(=O)(=O)N3CCCCC3)c2)C1=O (stereo not drawn)	x	7%	1%	x	-18	-3%	-1%	1%	x	-23%
O=C(CCSc1nc(-c2ccc3c(c2)OCO3)cc(C(F)(F)F)n1)NCc1ccco1	-6%	104%[activator]	-5%	19%	-9	-3%	-1%	0%	16%	8%
CCOC(=O)C1=C(CC)Nc2ccccc2N/C1=N\S(=O)(=O)c1ccc(C(=O)OCC)cc1	7%	-7%	-2%	-4%	-1	-5%	-6%	6%	7%	11%
COc1ccccc1CNC(=O)C1CCN(c2nc3ccccc3o2)CC1	-5%	-5%	-7%	-13%	1	0%	-2%	1%	-8%	9%
Cn1cc(CCNC(=O)CC2C(=O)NCCN2CC(c2ccccc2)c2ccccc2)cn1 (stereo not drawn)	-5%	3%	3%	-1%	-1	-3%	2%	-7%	x	7%
